NPYLR7 agonist – agonists of mosquito NPYLR7 receptor, primary screen, cell-based, Aedes aegypti, calcium fluorescence, mosquito biting behavior; HEK293T NPYLR7/Galpha15, GCaMP6s calcium fluorescence; activation, % at 10 µM; actives 0.15% (n = 270,000); AID 1259423, 2018; in the data active means activation above about 40%;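 further: 0% = vehicle and 100% = reference agonist at the receptor; some compounds past the cut are filed as inactive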
mcGAS inh – cyclic GMP-AMP synthase inhibitors, mouse, primary biochemical chemiluminescence | recombinant cGAS, Kinase-Glo ATP depletion luminescence | inhibition, % at 12.5 µM | actives 0.15% (n = 160,000);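 further: 0% = negative control wells and 100% = reference inhibitor with no enzyme activity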
hcGAS lum – Primary biochemical luminescence assay for human cyclic GMP-AMP synthase inhibitors; Q8N884; recombinant h-cGAS, ATP depletion, Kinase-Glo luminescence; inhibition, % at 12.5 µM; actives 0.081% (n = 290,000);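 further: 0% = vehicle reaction and 100% = reaction without DNA for no activity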
Target sequence (Q8N884 whole entry, looked up): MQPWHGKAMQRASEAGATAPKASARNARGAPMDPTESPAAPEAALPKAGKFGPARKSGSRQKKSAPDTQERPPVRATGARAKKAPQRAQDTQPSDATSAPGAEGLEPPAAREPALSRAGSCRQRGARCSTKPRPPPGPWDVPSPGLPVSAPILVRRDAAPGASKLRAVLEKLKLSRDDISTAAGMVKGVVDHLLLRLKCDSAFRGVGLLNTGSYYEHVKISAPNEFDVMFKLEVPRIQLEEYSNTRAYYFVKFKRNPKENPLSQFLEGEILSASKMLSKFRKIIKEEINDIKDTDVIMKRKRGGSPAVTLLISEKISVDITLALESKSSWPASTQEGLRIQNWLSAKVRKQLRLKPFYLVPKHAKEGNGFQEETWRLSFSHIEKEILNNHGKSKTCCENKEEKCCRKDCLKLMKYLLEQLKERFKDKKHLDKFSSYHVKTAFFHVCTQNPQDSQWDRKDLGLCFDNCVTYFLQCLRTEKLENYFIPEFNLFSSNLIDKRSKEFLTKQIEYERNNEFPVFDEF
Numbers without * were called inactive; . = no result given. Unless noted, no stated cut-off is given here; in the data, active means inhibition above about 40%; inactive means the rest.

SMILES,NPYLR7 agonist,hcGAS lum,mcGAS inh
COc1ccc2sc(N(Cc3ccco3)C(=O)c3cc(C)nn3C)nc2c1,7,-6,.
COc1cccc(-c2cnnc(N3CCCCC3CO)n2)c1 (stereo not given),-1,-6,-3
CCn1c(SCC(=O)NC(C)C)nnc1-c1ccncc1,5,-5,.
CC(C)c1ccc(C2=NC(C)(CC(=O)N3CCN(C)CC3)ON2C)cc1 (stereo not given),7,-3,.
O=c1c2cnc3ncnn3c2ccn1-c1ncccc1O,4,0,.
Nc1nc2ccc(S(=O)(=O)c3ccc4nc(N)sc4c3)cc2s1,-4,-6,-3
CN(CC(N)=O)C(=O)CCOc1ccc(Br)cc1,1,-7,-10
CCCc1nn(-c2ccc(C)cc2)c(CC)c1C(=O)NCC1CCCO1 (stereo not given),21,-8,-4
Cc1ccc(-c2nc(Cn3ccn4nc(-c5ccc(Cl)cc5)cc4c3=O)c(C)o2)cc1,7,0,-1
COc1ccccc1OCCN1CCC(C(=O)NC(C)c2ccccc2)CC1 (stereo not given),8,-5,-2
CCS(=O)(=O)N1CCC[C@@H]1C(=O)NCCCNC(=O)c1ccccc1,.,-4,-10
O=C(CSc1ccc2nnc(CCNS(=O)(=O)c3ccccc3)n2n1)NCc1ccccc1,3,-6,-8
CC1CCCN(c2cc(C(=O)NC3CCc4ccccc43)c3ccccc3n2)C1 (stereo not given),33,-4,-6
C=CCN(CC(=O)N1CCc2sccc2C1COc1ccc(C)cc1C)C(=O)c1cccs1 (stereo not given),-3,-2,0
COc1ccccc1CN(Cc1ccc(F)cc1)CC(O)COc1ccccc1C (stereo not given),19,-4,-4
Cc1cc(C)c2c(c1)C(C)(C)CC(=O)O2,2,-6,.
Cn1c(C(=O)NC2Cc3ccccc3C2)cc(=O)n(C)c1=O,3,-8,.
CS(=O)(=O)CCn1[nH]c(-c2ccc3c(c2)CCC3)nc1=S,-1,-2,-12
C(=N/Nc1nc(N2CCOCC2)nc(N2CCOCC2)n1)/c1ccncc1,-2,-9,-7
COCC(=O)N(C)C(C)C1=CCCN(Cc2csc(C)n2)C1 (stereo not given),-1,-10,.
CCOc1cc(NC(=O)C(C)(C)C)c(OCC)cc1NC(=O)c1ccccc1,-3,5,.
Cn1c(CSc2nc3cc(Cl)ccc3o2)nc2c1c(=O)[nH]c(=O)n2C,5,0,.
Cc1cc(=O)c(C(=O)O)nn1-c1cccc(Cl)c1,-1,1,.
CCN(Cc1nccn1C)C(=O)c1ccc(NCC2CCCCO2)nc1 (stereo not given),5,-6,.
COCCN1C(=O)C(=Cc2c(N(C)CCO)nc3ccccn3c2=O)SC1=S,27,-6,-9
Cc1ccsc1-c1nc(CN2CCCC2c2ccc(F)cc2)c(C)o1 (stereo not given),-8,-2,-4
C=CCOC(CN1CCN(C(=O)Nc2cc(OC)ccc2OC)CC1)c1cccc(OC)c1 (stereo not given),-4,-6,-7
C=C(C)COc1ccccc1C(=O)N1CCC(Nc2ncccn2)CC1,1,-8,.
O=C(/C=C/c1ccccc1)N1CC(=O)N2CCc3ccccc3C2C1 (stereo not given),-11,3,2
COc1ccc(S(=O)(=O)CCC(=O)N(CCN(C)C)c2nc3c(C)c(Cl)ccc3s2)cc1,3,-8,.

Compounds above with a Cl atom, in the order listed:
SMILES,NPYLR7 agonist,hcGAS lum,mcGAS inh
Cc1ccc(-c2nc(Cn3ccn4nc(-c5ccc(Cl)cc5)cc4c3=O)c(C)o2)cc1,7,0,-1
Cn1c(CSc2nc3cc(Cl)ccc3o2)nc2c1c(=O)[nH]c(=O)n2C,5,0,.
Cc1cc(=O)c(C(=O)O)nn1-c1cccc(Cl)c1,-1,1,.
COc1ccc(S(=O)(=O)CCC(=O)N(CCN(C)C)c2nc3c(C)c(Cl)ccc3s2)cc1,3,-8,.

New compounds follow:
SMILES,NPYLR7 agonist,hcGAS lum,mcGAS inh
Cc1cccc2c(N=Nc3nncc4ccccc34)c(O)[nH]c12,-6,-4,.
O=C(NC1CCC(c2ccccc2)CC1)c1n[nH]c2ccccc12 (stereo not given),4,-7,.
O=C(CCc1cc2ccccc2o1)NC12CC3CC(CC(C3)C1)C2,5,-5,.
CSc1cccc(NC(=O)N2CCCC2c2ccccn2)c1 (stereo not given),19,-4,.
COc1cccc(CN2CCCn3cccc3C2c2cc(F)ccc2F)c1OC (stereo not given),2,-2,-4
CCOC(=O)c1cc(-c2ccc(N3CCN(C(=O)[C@@H]4C[C@H]4c4ccccc4)CC3)cc2)n(-c2ccccc2C)n1,21,-3,-5
O=C(CCn1cnc2c(Cl)cc(Cl)cc2c1=O)Nc1ccccc1,-6,3,.
Fc1ccc(C2c3nc[nH]c3CCN2C(=S)Nc2cccc(F)c2)cc1 (stereo not given),0,-1,1
COc1ccc2c(=O)c3c(=O)n(-c4ccc(C)cc4)c(C)nc3oc2c1,-4,-1,.
Cc1ccc2nc(CN3CCCC4(C3)C(=O)N(C)c3ccccc34)cn2c1 (stereo not given),-3,-2,.
O=C(Nc1cccc2cccnc12)c1ccc([N+](=O)[O-])o1,-16,-1,.
CNc1ccc(Br)c(C)c1,13,-9,-18
CCC1=NOC(CNCc2cnc(-c3ccccc3C)s2)C1 (stereo not given),-6,4,.
O=C1c2ccc(Br)cc2C(=O)N1CNc1ccc(Oc2ccc(Cl)cc2)cc1,-2,-1,.
O=C(NC(c1ccccc1)c1ccc2ccccc2n1)C1CCN(CCc2ccc(F)cc2)CC1 (stereo not given),5,-3,-5
O=C(Nc1ccc(Oc2cccnc2)cc1)C1CCN(CCCn2cccn2)CC1,0,-7,-4
Cc1cccc(N=Nc2c(O)[nH]c3c(C)cc(Cl)cc23)c1,-4,-2,.
CCCC1CCCN(C(=O)c2cc3c(C)nn(C)c3s2)CC1 (stereo not given),1,-5,.
COCC(=O)N1CCC(Oc2ccc(C(=O)NCc3cccc(F)c3F)cc2)CC1,3,-8,.
Cc1cc(N2CCCN(Cc3cccc(OCC(N)=O)c3)CC2)ccn1,-8,-2,.
COCCN(CCOC)C(=S)Nc1cccc(C)c1,2,-8,.
O=C1OCCN1CCCNC1(c2ccc(F)cc2)CCC1,13,-12,.
O=C(NCCC1CCN(C2CCCC2)CC1)C1CCOC1 (stereo not given),-6,-5,-9
CC(C)[C@H]1CC[C@H](C)C[C@@H]1OCC(=O)N1CCC(c2ccccc2)CC1,-3,-3,1
O=C(CCN(c1nc(-c2ccco2)nc2ccccc12)C1CC1)NC1CC1,-3,-6,-9
O=C(NCc1cnn(Cc2ccccc2)c1)c1cn(CC2CCCO2)nn1 (stereo not given),-3,-5,-8
O=C(c1ccccc1)C(Sc1nc2ccccc2[nH]1)c1ccccc1 (stereo not given),-22,6,5
CNC(=O)C1Cc2ccccc2N1C(=O)c1cc(=O)c2ccccc2o1 (stereo not given),-5,-1,-6
O=c1cc(COc2cc(Cl)c(Cl)cc2Cl)nc2ccc(Br)cn12,3,2,-1
Cc1nc2ncnn2c(C)c1CCC(=O)NCCN1Cc2ccccc2OC(c2ccsc2)C1 (stereo not given),16,-6,-11

Compound profiles, as listed above.
COc1cccc(CN2CCCn3cccc3C2c2cc(F)ccc2F)c1OC (stereo not given) across the screens: NPYLR7 agonist: 2; hcGAS lum: -2; mcGAS inh: -4
Nc1nc2ccc(S(=O)(=O)c3ccc4nc(N)sc4c3)cc2s1 across the screens: NPYLR7 agonist: -4; hcGAS lum: -6; mcGAS inh: -3

The listing continues:
SMILES,NPYLR7 agonist,hcGAS lum,mcGAS inh
CC(C)C(=O)NCCc1nc2ccccc2n1Cc1ccccc1F,6,3,-8
COc1cc(C(=O)NCCc2ccc(Cl)cc2)ccc1OC1CCN(C(C)=O)CC1,13,-6,-9
CCCc1nc2c(C)cccn2c1NC(C)(C)CC(C)(C)C,7,-1,-2
CC1(C)CC(=O)CC(=NNC(=S)NC2CCCCC2)C1,12,-9,-8
CCN(CC)S(=O)(=O)c1ccc(C(=O)Oc2cc(C)[nH]c(=O)c2[N+](=O)[O-])cc1,-1,-7,-6
CCOc1nonc1NC(=O)CN1CCOCC1,.,-2,-4
O=C(CC1CC2CCC1C2)OCCc1cn[nH]c1 (stereo not given),0,-14,.
COC(=O)c1ccc(Cn2cc(Br)cn2)o1,1,-14,.
COc1ccc(COc2ccc(C#N)cc2OC)cc1F,10,5,.
N#CC[C@H](C1CCCC1)n1cc(-c2ncnc3[nH]ccc23)cn1,-8,-4,-8
CSc1ccc(C(=O)C2CCCN(Cc3cnn(-c4ccccc4)c3)C2)cc1 (stereo not given),5,-4,-9
CCOC(=O)C1CCCN(C(=O)CSc2nc(Cl)cc(N3CCN(C(=O)c4ccc(OC)cc4)C(C)C3)n2)C1 (stereo not given),-4,-7,-5
CCn1nccc1C(=O)N(C)Cc1ccc(OC)c2ncccc12,-6,1,.
Cc1cc(CNC(=O)CCn2cnnn2)c2[nH]c(-c3ccccc3)c(C)c2c1,9,-5,-13
COc1ccc(S(=O)(=O)NCc2ccccn2)cc1C(C)(C)C,4,-4,.
CC1(C)CC(=O)C=C(C(=O)N2CCC3(CC2)CCN(Cc2ccccc2)C3=O)O1,6,-3,.
Cc1nn(-c2ccccn2)c(N)c1C#N,9,-8,.
O=C(Cc1csc(N2CCCNC2=O)n1)Nc1ccccc1OC(F)F,-7,-9,-16
Cc1nc(CN2CCCC3(C2)CN(C)C(=O)O3)sc1C (stereo not given),3,2,-5
CC(C)c1ccc(NC(=O)c2nnn(Cc3ccccc3)c2N)cc1,-2,-2,-6
CC(=O)NC1(c2noc(CCC(=O)NC(C)(C)C)n2)CCCCCC1,0,-7,-12
c1ccc(N2CCn3c(SCc4cccnc4)nnc32)cc1,11,-7,-8
COc1cc(NC(=O)CSc2nc(=O)n(CCO)c3c2CCCC3)cc(OC)c1,-1,-5,-7
O=C(c1cccc(F)c1)N1CCC(CN2C(=O)CSC2c2ccc(C(F)(F)F)cc2)CC1 (stereo not given),3,3,-6
O=[N+]([O-])c1ccc2[nH]c(O)c(N=NC3CS(=O)(=O)CC3O)c2c1 (stereo not given),-3,-7,-7
CSCc1ccc(C(=O)Nc2cccc(C(C)=O)c2)o1,6,-4,.
CCN1CCN(c2ccc(NC(=O)c3ccc(OC)cc3F)c(C)c2)CC1,4,-13,.
O=C(Nc1ccc(OC(F)F)c2ncccc12)N1CCCSCC1,3,-8,.
CSc1nc(C2CC2)cc(-c2ccc(F)cc2)c1C#N,9,-6,.
Cc1nc2n(n1)C(=O)C(C(c1ccccc1)N1CCC(C(N)=O)CC1)S2 (stereo not given),1,-8,.
O=S(=O)(c1ccc(Cl)s1)N1CCCCC1c1nc2ccccc2s1 (stereo not given),7,-5,.
Cn1c(=O)n(Cc2ccc(F)cc2)c(=O)c2c1nc1n2CCCN1c1ccc(F)cc1,0,1,-4
O=c1cc(-c2ccc(O)cc2)oc2c(C3O[C@H](CO)[C@@H](O)[C@H](O)[C@H]3O)c(O)cc(O)c12 (stereo not given in full),-1,-1,-3
Cc1ccccc1-c1nc(CN2CCOc3ccc(Cl)cc3C2)c(C)o1,-7,-5,-5
CN1CCN(S(=O)(=O)c2cc(Br)cc(C(=O)O)c2)CC1,3,-3,-18
COC(=O)c1cc(NC(=O)CSc2nc(C)nc3sc4c(c23)CCCC4)cc(C(=O)OC)c1,-7,-7,-6
CCCNc1nnc(SCc2ccc(C#N)cc2F)s1,4,4,.
CC(NC(=O)C1CC(=O)N(c2ccc3c(c2)CCC3)C1)c1cccnc1 (stereo not given),-5,16,.
CCOC(=O)C1=C(C)NC(C)=C(C(=O)OCC)C1c1ccc(Cl)cc1,9,5,-9
CCCC1(CO)CCCN(CCc2cnn(C)c2)C1 (stereo not given),.,-2,-4
Cc1ccc(C(=O)Nc2c(C)nc3ccccn3c2=O)cc1,3,-12,.
CC(C)c1nn(-c2ccc(Cl)cc2)c(C(C)C)c1C(=O)NC1CC1,23,-7,-6
Cc1cccc(COC2CCCN(C(=O)c3cccc(F)c3)C2)c1 (stereo not given),-10,-6,-4
COc1ccc(S(=O)(=O)N(Cc2csc(COc3ccccc3OC)n2)C2CC2)cc1,-7,1,2
Cc1ccc(N=Cc2ccccc2C)c(O)c1,-7,-1,.
Cc1cc2cc(CNC(=O)NC3CC(=O)N(c4ccccc4)C3)ccc2[nH]1 (stereo not given),4,-4,-8
CC(=O)NC(C)C(=O)Nc1nc(C2CC2)cs1 (stereo not given),18,-9,-6
CCC(=O)C1=C(c2ccc(C)c(C)c2)N(C(=O)CC)n2cnnc2S1,10,-7,.
O=C(CCSc1ccc(C(F)(F)F)cn1)Nc1c(Cl)cccc1Cl,9,-3,.
COc1ccc(CCOc2nc(-c3ccccc3F)n(-c3ccc(NC(=O)Nc4ccccc4C)cc3)n2)cc1,4,-7,-4
O=c1c(N=Nc2ccc(Cl)cc2Cl)c(-c2ccccc2)[nH]n1-c1nc(-c2ccccc2)cs1,12,-3,-5
COc1cccc(C(=O)NCC2CCCN(C(=O)c3cc(C(C)C)[nH]n3)C2)c1OC (stereo not given),5,-7,.
Cc1cccc(COC(CN2CCN(C(=O)C3CCC3)CC2)c2ccc(Cl)cc2)c1 (stereo not given),.,-6,-5

Source: PubChem BioAssay (Fisher Drug Discovery Resource Center)

No enrichment for hits; about 0.27% have a hit in one of these screens.
